Screens: PubChem BioAssay, Broad Institute
PAX8 reporter – PAX8 transcriptional activity inhibition | RMG-I TPO-luciferase reporter, SteadyGlo, 24 h | inhibition, % at 12.6 µM | actives 1.2% (n = 360,000) | AID 652154;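 active means mean replicate inhibition at least 60% with every replicate also reaching 60%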;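 further: luciferase light reporting Pax8 driven TPO promoter activity; plate controls were median of neutral control wells for no effect and mitoxantrone controls for full effect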
SIRT5 inh – sirtuin-5 (human) deacylase inhibition; Q9NXA8; Purified SirT5, succinyl-peptide AMC, trypsin-coupled fluorescence; inhibition, % at 15 µM; actives 1.1% (n = 330,000); AID 652115; in the data active means inhibition above about 15%
Target sequence (Q9NXA8 whole entry, looked up): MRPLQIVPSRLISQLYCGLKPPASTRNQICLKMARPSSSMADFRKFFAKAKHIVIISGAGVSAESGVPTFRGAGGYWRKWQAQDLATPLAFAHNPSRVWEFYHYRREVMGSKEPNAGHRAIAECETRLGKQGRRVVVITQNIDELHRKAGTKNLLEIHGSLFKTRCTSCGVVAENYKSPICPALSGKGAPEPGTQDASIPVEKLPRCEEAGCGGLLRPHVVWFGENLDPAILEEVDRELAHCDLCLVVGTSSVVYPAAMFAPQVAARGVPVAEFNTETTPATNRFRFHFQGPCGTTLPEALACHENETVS
LGR2 antag – Drosophila LGR2 receptor signaling inhibition | HEK293 LGR2, CRE-luciferase, bursicon-stimulated, 4 h | inhibition, % at 9.99 µM | actives 0.35% (n = 380,000) | AID 720647;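 active means drop in luminescence signal, shown as inhibition above about 50% in the replicate tests, limit read from the data, passing the limit was not always enough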;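 further: agonist challenge used bursicon conditioned medium at about half maximal strength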
ARNT TACC3 PPI – ARNT/TACC3 interaction disruption | Q9Y6A5 | AlphaScreen His-ARNT PAS-B/GST-TACC3 binding, luminescence; TACC3 fragment carries E629A point mutation | inhibition, % at 9.99 µM | actives 0.66% (n = 390,000);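 active means mean inhibition of replicates at least 50% and at least half of replicates each reaching 50%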;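 further: 0% = complete ARNT plus TACC3 wells and 100% = ARNT alone without TACC3; many hits fall short of the cut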
CASP6 VEID inh – inhibitors of human caspase-6; AID 686996; actives 0.53% (n = 350,000); P55212; inhibition, % at 12.5 µM; purified caspase-6, Z-VEID-R110 cleavage fluorescence;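 active means mean inhibition across replicates at least about 35%, with every replicate also reaching that limit, limit read from the data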;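 further: 0% = median of neutral control wells and 100% = no fluorescence left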
Target sequence (P55212 24-179 limits assumed): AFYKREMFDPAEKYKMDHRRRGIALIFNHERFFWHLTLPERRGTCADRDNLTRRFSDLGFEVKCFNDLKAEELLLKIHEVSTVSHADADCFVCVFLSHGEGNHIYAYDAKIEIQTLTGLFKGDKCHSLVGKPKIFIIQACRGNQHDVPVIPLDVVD
Target sequence (P55212 194-293 limits assumed): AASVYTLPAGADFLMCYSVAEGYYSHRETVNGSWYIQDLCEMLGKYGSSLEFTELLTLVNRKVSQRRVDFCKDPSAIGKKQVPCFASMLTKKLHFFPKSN
EWS-Fli block – EWS/Fli transcriptional activity inhibition; AID 651661; A673 NR0B1-luciferase reporter, viability-normalised; actives 0.67% (n = 350,000); inhibition, % at 12.6 µM;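 active means mean inhibition of at least 50% after viability correction, with every replicate also passing that limit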;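 further: firefly luciferase signal divided by Alamar Blue viability fluorescence both relative to DMSO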
DENV2 CPE – DENV2-induced cell death inhibition; DENV2-infected cells, cytopathic effect rescue, plate reader; actives 1.7% (n = 350,000); AID 651640; CPE inhibition, % at 9.99 µM; in the data active means CPE inhibition above about 20%, passing the limit was not always enough; tested in BHK-21 cells;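 further: 0% = median of neutral control wells and 100% = median of positive control wells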
* = called active by the depositor; x = not tested or not shown; & = joins results of further samples.

SMILES	PAX8 reporter	SIRT5 inh	LGR2 antag	ARNT TACC3 PPI	CASP6 VEID inh	EWS-Fli block	DENV2 CPE
C[C@H](O)C#Cc1cnc2c(c1)C(=O)N([C@@H](C)CO)C[C@H](C)[C@H](CN(C)C(=O)Nc1ccc(C(F)(F)F)cc1)O2	-5.5	4.3	5.5	-5.0	x	-0.7	0.1
CCCCc1ccc(NC(=O)C2CCCC2)cc1	-103.6	-0.3	-70.6	-0.5	2.7	-126.7	15.9
C[C@H](CO)N1C[C@H](C)[C@H](CN(C)C(=O)Nc2ccccc2)Oc2cc(C#C[C@@H](C)O)ccc2S1(=O)=O	-4.9	1.1	-1.8	3.6	2.4	10.1	2.5
CN(C/C=C/c1ccccc1)C1CCCCC1	19.0	-6.1	5.8	-12.2	-1.5	9.9	0.4
O=C(CSc1nncc(=O)[nH]1)NCc1ccccc1	-4.6	0.4	0.0	-6.6	-1.4	0.8	-2.5
CCOc1ccc(NC(=O)Cc2ccccc2)cc1	-89.0	x	-64.3	-5.4	x	x	x
O=C(Nc1cccc(Cl)c1)c1cc(N=Nc2ccc([N+](=O)[O-])cc2Cl)ccc1O	-2.0	-1.7	-15.2	-1.1	0.1	-24.7	-0.6
CCOc1c2ccc(C(=O)NCc3ccc4c(c3)OCO4)cc2nn1C	-11.4	-4.7	-2.7	x	6.0	5.0	x
CCOc1ccccc1OCC(=O)OCC(=O)Nc1ncc(Cl)cc1Cl	x	4.1	-10.2	-8.2	-0.4	x	x
C[C@H]1CN([C@@H](C)CO)C(=O)c2cc(NS(=O)(=O)c3cccs3)ccc2O[C@@H]1CN(C)C(=O)Nc1cccc2ccccc12	x	-0.1	-1.4	-4.7	1.3	12.9	-2.3
O=C(N/N=C/c1ccc([N+](=O)[O-])s1)C(O)c1ccccc1 (stereo not given)	47.6	0.1	-1.2	5.2	11.0	36.4	-3.8
C[C@@H]1CN([C@H](C)CO)C(=O)c2ccccc2-c2ccccc2CO[C@H]1CN(C)S(=O)(=O)c1cccs1	1.8	18.1*	-9.5	16.8	3.5	8.9	-3.9
COc1cccc(N2CCN(C(=O)CCC(=O)N3CCOc4ccc(C)cc43)CC2)c1	14.7	-0.7	13.9	x	-0.6	3.0	-0.9
CC(C)(C)NC(=O)NC(=O)CSc1ccc(S(=O)(=O)N2CCCCC2)cn1	-13.2	-2.5	-4.4	2.4	0.9	-2.6	-7.3
COc1ccccc1Cc1c(-c2ccc(OC)c(OC)c2)nc2ccc(Br)cn12	41.8	-1.4	-31.2	x	7.2	-12.5	1.7
Cc1cc(Cl)nc(-n2nc(C)cc2C)n1	9.8	0.5	-7.2	x	-2.9	-2.6	-1.3
CC(C)NC(=O)N(C)C[C@@H]1Oc2ccc(NC(=O)C3CCCCC3)cc2C(=O)N([C@H](C)CO)C[C@H]1C	1.9	-2.1	10.5	-2.5	-0.9	-2.3	17.9
Cc1ccc(S(=O)(=O)N(C)C[C@@H]2OCCCC[C@@H](C)Oc3ccc(NS(=O)(=O)c4c(C)noc4C)cc3C(=O)N([C@@H](C)CO)C[C@H]2C)cc1	18.6	5.3	-7.8	-11.7	-2.0	2.3	13.3
Cc1ccc(C)c(NC(=O)c2cc(S(=O)(=O)N3CCOCC3)cn2C)c1	-20.2	-1.1	20.1	-17.5	-1.0	0.1	-3.2
CC(C)(C)c1ccc(Cn2nc(CC(=O)O)c3ccccc3c2=O)cc1	9.3	-2.4	-6.5	30.0	3.4	12.8	1.4
COc1cccc(N2CCN(c3ccc(S(=O)(=O)N4CCCC4)cc3)CC2)c1	x	3.0	-10.5	-3.8	-1.9	13.7	-1.3
Cc1cc(C)nc(SCC(=O)c2ccc(O)cc2O)n1	-1.4	-1.2	-3.2	-3.3	0.4	-5.4	-22.1
C[C@@H]1CN([C@@H](C)CO)S(=O)(=O)c2ccc(C3=CCCCC3)cc2O[C@@H]1CN(C)C(=O)CC1CC1	x	6.7	0.7	-1.6	1.0	13.2	-2.0
O=C(NC[C@@H]1[C@@H](c2ccccc2)[C@H](CO)N1Cc1ccccn1)C1CC1	-7.4	x	4.4	-2.1	x	1.0	x
CCn1c(CNC(=O)COC)nc2ccccc21	13.8	-5.4	10.8	-2.0	-1.4	-3.3	-2.8
CCN(CC)S(=O)(=O)c1ccc(NC=C(C#N)C#N)cc1	-10.2	2.2	11.5	2.4	-1.3	-4.8	9.1
C[C@@H](NC(=O)C[C@@H]1CC[C@@H](NS(=O)(=O)c2cccc(F)c2)[C@H](CO)O1)c1ccccc1	x	2.7	-2.2	12.1	-2.2	x	-2.2
OC(COCc1ccccc1)COCc1ccccc1	3.0	-9.6	-25.0	32.9	-0.4	-13.0	11.6
CCOC(=O)C1CCN(C(=O)c2cccc(NC3=NC4CS(=O)(=O)CC4S3)c2)CC1 (stereo not given)	-3.1	-5.8	-2.9	-6.9	-2.7	-8.6	8.2
Cc1ccc2cc(CN(CCCO)S(=O)(=O)c3cccc4nsnc34)c(=O)[nH]c2c1	20.7	-4.2	11.1	-0.2	0.4	x	x
C/C(CC(=O)Nc1cccc(C(F)(F)F)c1)=N\NC(=O)c1cnccn1	-0.6	1.2	1.9	20.9	x	2.4	1.7
Cc1cc2oc(C(=O)N3CCN(CCc4ccccn4)CC3)c(C)c2cc1C	-0.2	-1.3	-14.0	-0.2	0.5	-0.3	8.0
C[C@@H](NC(=O)C[C@@H]1C[C@@H]2c3cc(NC(=O)C4CCC4)ccc3O[C@@H]2[C@@H](CO)O1)c1ccccc1	10.8	-2.5	6.1	-6.8	-1.6	3.1	-2.9
COc1ccc(-n2nc(C(=O)NCC(=O)N3CCOCC3)c3ccccc3c2=O)cc1OC	4.5	-1.6	8.0	2.1	-4.9	-11.3	-3.5
C[C@H](O)C#Cc1ccc([C@H]2[C@H]3CN(C(=O)c4cccc(F)c4)CCCCN3[C@H]2CO)cc1	53.4	2.1	6.7	-15.2	-1.6	5.6	-9.9
CN(C)CC(=O)N[C@H]1CC[C@@H](CCNC(=O)C2CCCCC2)O[C@@H]1CO	-11.9	5.6	2.0	-15.5	0.3	0.0	0.7
CN1C(=O)N(CC(=O)N2CCN(c3ccccc3F)CC2)C(=O)C12CCCCC2	16.4	-3.5	-3.1	x	-2.2	-4.2	-6.0
CCCCCCN1CCN(C2CN(Cc3ccc(F)cc3)S(=O)(=O)C2)CC1 (stereo not given)	1.3	-2.3	5.3	x	-3.5	4.3	30.8*
CN(C)C(=O)C1C2NC(=S)N(c3cccc(Cl)c3)C1(C)Oc1ccc(Cl)cc12 (stereo not given)	-6.4	-2.1	-5.6	4.8	x	4.1	x
CCN(CC(=O)NC(C)C)C(=O)c1cc(S(=O)(=O)N2CCCCC2)ccc1N1CCCCC1	x	-5.0	2.2	-2.7	0.6	3.0	3.4
Cc1ccc(S(=O)(=O)N2CCN(Cc3ccccn3)CC2)cc1	-9.9	2.6	x	-2.2	-2.9	10.5	x
O=C(C(=O)N(C1CCCCC1)C1CCCCC1)c1ccccc1	-8.4	x	3.4	x	4.1	6.1	7.6
N/C(=N\OC(=O)c1cc([N+](=O)[O-])ccc1Cl)c1cccnc1	3.5	0.6	-0.6	4.0	1.4	20.3	5.1
O=C(Nc1ccc(S(=O)(=O)Nc2cnc3ccccc3n2)cc1)c1ccccc1Br	-10.0	0.2	-8.7	14.6	9.3	1.5	-4.2
CCOc1ccccc1N1CC(O)=C(c2nc3ccccc3s2)C1=N	x	-3.0	-5.4	6.3	-4.2	35.9	-1.7
O=C(NCCN1C(=O)S/C(=C\c2cccs2)C1=O)[C@H](Cc1ccccc1)N1C(=O)c2ccccc2C1=O	-1.8	1.3	x	x	0.0	6.3	0.3
COc1ccccc1C(=O)NC(CCSC)C(=O)NNC(=O)c1ccncc1 (stereo not given)	3.8	4.6	-9.0	0.5	-0.3	-0.4	12.2
CC(=O)c1nc(N2C(=O)CC(Cc3ccc(C)cc3)C2=O)sc1C (stereo not given)	23.1	0.1	x	-4.1	3.9	2.0	1.5

Exported with two lines to a compound: part of the list above.
Value order – PAX8 reporter | SIRT5 inh | LGR2 antag | ARNT TACC3 PPI | CASP6 VEID inh | EWS-Fli block | DENV2 CPE
- Cc1ccc(S(=O)(=O)N2CCN(Cc3ccccn3)CC2)cc1
 : -9.9 | 2.6 | x | -2.2 | -2.9 | 10.5 | x
- CC(=O)c1nc(N2C(=O)CC(Cc3ccc(C)cc3)C2=O)sc1C (stereo not given)
 : 23.1 | 0.1 | x | -4.1 | 3.9 | 2.0 | 1.5
- COc1ccccc1C(=O)NC(CCSC)C(=O)NNC(=O)c1ccncc1 (stereo not given)
 : 3.8 | 4.6 | -9.0 | 0.5 | -0.3 | -0.4 | 12.2
- O=C(C(=O)N(C1CCCCC1)C1CCCCC1)c1ccccc1
 : -8.4 | x | 3.4 | x | 4.1 | 6.1 | 7.6

Going on with the list.
SMILES	PAX8 reporter	SIRT5 inh	LGR2 antag	ARNT TACC3 PPI	CASP6 VEID inh	EWS-Fli block	DENV2 CPE
COc1ccc(OC)c(N(CC(=O)Nc2cccc(C(F)(F)F)c2)S(C)(=O)=O)c1	2.0	0.6	-15.7	-8.5	-2.8	-1.7	18.1
Cc1csc(=O)n1CC(=O)OCC(=O)NNC(=O)c1ccc([N+](=O)[O-])cc1	1.2	9.4	12.5	x	-0.8	0.6	-4.2
COc1ccc(C)cc1NC(=O)CNc1ccc(C(C)=O)cc1	-0.6	x	-20.1	5.7	x	x	x
CCOC(=O)c1cnc2ccc(C)cn2c1=O	-13.2	-15.1	2.8	0.2	2.5	1.2	13.5
Cc1ccsc1C(=O)OCC(=O)NC1CC1	-8.3	-2.7	-19.4	-2.8	-6.3	-13.8	-3.9
CCN1[C@H](C(=O)N(C)C)[C@@H](CO)[C@@H]2Cn3c(ccc(-c4ccccc4OC)c3=O)[C@@H]21	3.1	2.5	-1.2	-3.0	1.8	-7.8	-9.9
COc1cccc(-c2ccc([C@@H]3[C@@H](CO)N4CCCCN(CC5CC5)C[C@@H]34)cc2)c1	-14.5	-0.9	3.4	5.9	2.2	-1.0	15.9
COc1ccccc1N=Nc1[nH]c2ccc(C)cc2c1O	-4.3	x	4.4	-2.9	x	x	x
Cc1ncsc1CCOC(=O)c1ccc(N2CCOCC2)c([N+](=O)[O-])c1	18.5	-5.5	x	1.5	-3.3	-11.0	5.6
COc1cc(C2N(C)C(=O)c3ccccc3N2C)ccc1O (stereo not given)	-0.4	-17.5	1.2	-15.6	-0.4	-0.9	6.9
O=C(C[C@H]1CC[C@H](NS(=O)(=O)c2ccc(F)cc2)[C@H](CO)O1)NCc1ccncn1	3.5	8.2	14.6	-1.9	0.4	2.2	23.4*
O=S(=O)(Nc1ccc(NS(=O)(=O)c2ccccc2)c(Cl)c1)c1ccccc1	-2.5	-1.1	12.3	-0.7	-1.5	11.8	-11.7
OCCC1CN(Cc2ccsc2)CCN1C1CCCC1 (stereo not given)	-2.7	1.7	-9.6	-4.8	1.3	15.8	4.3
CCC(C)(C)NC(=O)c1ccc2c(c1)N(CC(=O)NC1CCCC1)C(=O)C(C)(C)O2	-5.8	-1.7	28.1	0.8	-1.9	1.6	-2.4
CN(C)Cc1cn(CC[C@@H]2CC[C@@H](NC(=O)Nc3ccccc3F)[C@@H](CO)O2)nn1	-21.1&-26.8	-8.8&-1.0	-0.3&-12.6	-2.9	1.0&-2.9	1.7&1.3	-4.0&-1.0
O=S1(=O)C[C@H](N2CCC(Cc3ccccc3)CC2)[C@@H](COCc2ccccc2)N1	-20.1	-4.9	-9.2	x	-4.2	-12.1	3.7
CN1CCC(NC(=O)c2cc(-c3cccc(Br)c3)nc3ccccc23)CC1	22.7	-7.2	-1.8	2.2	-8.0	0.5	1.8
C[C@@H]1CN([C@@H](C)CO)C(=O)c2cc(NC(=O)Cn3cnnn3)ccc2O[C@H]1CN(C)Cc1ccncc1	-3.1	-0.3	8.2	-5.6	0.7	8.0	-0.7
CC(=O)Nc1ccc(N/C=C/C(=O)c2ccc(Cl)cc2)cc1	-58.7	-2.4	-44.5	7.7	-0.8	-132.8	5.9
C[C@@H]1CN([C@H](C)CO)C(=O)Cc2cc(NC(=O)C3CCCCC3)ccc2O[C@H]1CN(C)Cc1ccccc1	-15.9	3.8	-0.9	-5.4	-2.0	-0.7	-1.8
CCC(=O)N1C[C@@H](C)[C@H](OC)CN(C)C(=O)c2ccc(NC(=O)c3ccc(OC)cc3)cc2OC[C@H]1C	x	-4.0	-6.4	-6.0	0.6	0.5	1.7
